CRFBP-R2 agonist: agonists of human CRF-binding protein/CRF-R2 receptor complex | HEK293 CRF-R2/CRF-BP, calcium dye fluorescence (FLIPR); percent of saturating CRF peptide response | activation, % at 13.2 µM | hit rate 0.46% among 350,000 | AID 588473;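 active = activation of at least 50%, plus an integration ratio under a set limit after plate pattern correction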;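 note: plate controls were neutral control wells without compound for no effect and CRF at EC100 for full effect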
PHOSPHO1 block: PHOSPHO1 (human) inhibition; inhibition, % at 13.3 µM; AID 1565; Q8TCT1; hit rate 1.1% among 290,000; recombinant PHOSPHO1, absorbance phosphatase assay; in the data active = inhibition above about 60%
Target sequence (Q8TCT1 whole entry, looked up): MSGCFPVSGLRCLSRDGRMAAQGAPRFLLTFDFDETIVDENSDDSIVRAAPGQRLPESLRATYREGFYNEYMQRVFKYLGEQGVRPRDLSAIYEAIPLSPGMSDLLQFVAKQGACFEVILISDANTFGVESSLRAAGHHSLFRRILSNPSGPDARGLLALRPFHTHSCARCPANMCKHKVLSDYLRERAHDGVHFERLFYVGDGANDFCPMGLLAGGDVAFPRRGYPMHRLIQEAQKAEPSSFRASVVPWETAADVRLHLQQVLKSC
GalR3 antagonist: blocks the human galanin receptor 3 | HEK293 GalR3-CNG cAMP membrane potential fluorescence; galR3 body fused to GalR1 C-terminus | inhibition, % at 3 µM | hit rate 0.44% among 360,000;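 active = inhibition above the screen-wide average plus 3 SD, cut at about 13% in these data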;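 note: forskolin and galanin both at EC90 stimulate the cells; cAMP rise reported by CNG channel membrane potential dye signal; 0% = forskolin plus galanin with DMSO and 100% = forskolin alone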
Target sequence (O60755 1-299 limits assumed): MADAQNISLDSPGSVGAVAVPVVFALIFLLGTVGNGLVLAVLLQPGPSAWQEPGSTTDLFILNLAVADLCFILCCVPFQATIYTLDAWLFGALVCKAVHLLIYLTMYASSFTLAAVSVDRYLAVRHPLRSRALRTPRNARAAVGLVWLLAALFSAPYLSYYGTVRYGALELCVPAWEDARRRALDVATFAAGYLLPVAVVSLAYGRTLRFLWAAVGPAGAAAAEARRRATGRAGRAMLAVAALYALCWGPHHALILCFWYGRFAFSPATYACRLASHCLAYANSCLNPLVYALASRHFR
M4 PAM: positive allosteric modulators of human muscarinic M4 receptor; P08173; hit rate 0.4% among 360,000; activation, % at 3 µM; CHO-K1 hM4/Gqi5, Fluo-8 calcium fluorescence, ACh EC20; 0% = ACh EC20, 100% = maximal ACh;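 active = activation above its plate's cutoff, the mean activation of sample wells plus 3 SD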; note: some results filed as inactive read as strong as hits
Target sequence (P08173 whole entry, looked up): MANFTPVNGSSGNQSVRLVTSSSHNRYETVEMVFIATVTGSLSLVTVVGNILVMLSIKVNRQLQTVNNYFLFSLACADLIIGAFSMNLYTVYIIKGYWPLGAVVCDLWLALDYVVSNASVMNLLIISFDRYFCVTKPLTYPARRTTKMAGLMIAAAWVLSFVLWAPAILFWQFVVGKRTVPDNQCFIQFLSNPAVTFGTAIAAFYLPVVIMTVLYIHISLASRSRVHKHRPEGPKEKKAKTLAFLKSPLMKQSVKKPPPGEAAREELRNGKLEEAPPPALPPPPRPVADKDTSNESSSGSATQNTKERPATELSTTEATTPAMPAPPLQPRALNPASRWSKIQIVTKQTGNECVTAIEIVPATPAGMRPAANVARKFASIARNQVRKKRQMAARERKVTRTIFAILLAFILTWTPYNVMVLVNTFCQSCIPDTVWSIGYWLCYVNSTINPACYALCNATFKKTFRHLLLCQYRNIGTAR
MEKK3 PB1 HTS: MEKK3-MEK5 PB1 interaction, increase or decrease; AID 1529; Q99759; bead-based flow cytometry, Alexa488-MEK5 binding to MEKK3; actives lie on both sides; 0 = blocked by unlabeled MEK5, 100 = vehicle; hit rate 1.4% among 290,000; binding response (% of control), % at 10 µM;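 active = binding response more than 3 SD above or below the average of its plate-row segment, actives on both sides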;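 note: Alexa488 bead fluorescence after subtracting the streptavidin-only scavenger bead signal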
CRFR2-BP antag: blocks CRF-induced signaling of the CRF-BP/CRF-R2 complex | HEK293 CRF-R2/CRF-BP, CRF-induced calcium fluorescence | inhibition, % at 11.8 µM | hit rate 0.59% among 350,000;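 active = inhibition of the ligand-induced calcium signal above about 50% at the single tested concentration, limit read from the data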
IDE inh: cellular human IDE inhibition; hit rate 0.41% among 320,000; inhibition, % at 5.59 µM; P14735; HEK cells, FAbetaB cleavage, fluorescence polarization;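 active = percent inhibition above the average of all tested compounds plus 3 SD, set per screening campaign, cut at about 16% in these data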;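 note: IDE supplied by intact live HEK cells; FP after avidin binding of uncleaved biotin substrate so inhibition keeps polarization high; 0% = DMSO wells and 100% = 60 µM reference IDE inhibitor Ii1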
p-CIP stab down: compounds decreasing mouse p/CIP protein stability. Q05BA5. F442A p/CIP-EGFP cells, EGFP fluorescence, 16 h. decrease of EGFP signal, % at 10 µM. hit rate 0.01% among 290,000. AID 1984;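 active = EGFP signal decrease of at least 30% at 10 µM or well 3 SD below plate mean, unless failing retest; inactive = the rest, including hits failing retest or dose response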; note: some compounds called inactive have numbers as strong as hits; many of its hits are not listed in these tables
IDE cell activ: activators of human insulin-degrading enzyme in cells; P14735; HEK cells, FAbeta-B cleavage, fluorescence polarization; 0% vehicle, 100% cell-free pure enzyme wells; activation, % at 5.96 µM; hit rate 0.073% among 340,000;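 active = activation above the mean of all tested compounds plus 3 SD, set per screening campaign, cut at about 17% in these data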
The depositor's hits bear a star; nt = no result given.

SMILES | CRFBP-R2 agonist | PHOSPHO1 block | GalR3 antagonist | M4 PAM | MEKK3 PB1 HTS | CRFR2-BP antag | IDE inh | p-CIP stab down | IDE cell activ
Cc1ccc(SCc2c(C(=O)N/N=C/C3CC=CCC3)nnn2-c2nonc2N)cc1 (stereo unspecified) | 3.7 | 32 | 1 | 6 | 107 | -24 | -7 | 14 | -1
CCn1c(SCC(=O)n2c(C)c(C)c3ccccc32)nnc1-c1ccco1 | -0.5 | -3 | -5 | -1 | 117 | 5 | -11 | -3 | 3
O=C(OCc1ccc(Br)cc1)c1ccncc1 | -0.9 | 48 | -7 | 3 | 101 | 7 | 5 | -4 | 5
Clc1ccc(-c2ccc(C=Nc3ccc(N4CCOCC4)cc3)o2)cc1 | 34 | 1 | -2 | -15 | 95 | -44 | 1 | -10 | 2
CCOC(=O)c1sc(NC(=O)Cn2nnc3sc4c(c3c2=O)CCCC4)nc1C | -0.8 | 20 | -2 | -8 | 84 | -41 | 5 | -6 | 6
COCCNC(=O)C(=O)Nc1ccc(Br)cc1 | -1.0 | -20 | -5 | 3 | 104 | 8 | -1 | -5 | 2
CC(=O)N1CCN(c2ccccc2NC(=O)c2ccc3ccccc3c2)CC1 | 0.7 | 14 | -8 | -9 | 97 | -14 | -4 | 1 | 3
CCCCN(CCCNC(=O)c1ccc(CS(=O)(=O)c2c(Cl)cccc2Cl)o1)Cc1ccccc1 | -0.7 | 17 | -10 | -17 | 102 | 1 | -5 | -2 | 5
CC(=O)Nc1ccc(S(=O)(=O)NNC(=O)c2cccc([N+](=O)[O-])c2)cc1 | 1.5 | 24 | -6 | -1 | 105 | -5 | nt | 8 | 3
COCC(C)NC(=O)NC(=O)c1ccc(Cl)cc1 (stereo unspecified) | 0.1 | 14 | -9 | 4 | 95 | 6 | 1 | -2 | 2
CCCCc1ccc(-c2nc(NC(=O)C3C4CCC(O4)C3C(=O)O)sc2C)cc1 (stereo unspecified) | nt | -27 | nt | nt | 103 | nt | 1 | -26 | nt
COc1ccc(N(C(=O)c2cccc([N+](=O)[O-])c2)S(=O)(=O)c2ccc3c(c2)n(C)c(=O)n3C)cc1 | -0.2 | 22 | 1 | -5 | 97 | 19 | 2 | -9 | 8

The final 2 compounds of the part before lead into the next.
SMILES | CRFBP-R2 agonist | PHOSPHO1 block | GalR3 antagonist | M4 PAM | MEKK3 PB1 HTS | CRFR2-BP antag | IDE inh | p-CIP stab down | IDE cell activ
CCCCc1ccc(-c2nc(NC(=O)C3C4CCC(O4)C3C(=O)O)sc2C)cc1 (stereo unspecified) | nt | -27 | nt | nt | 103 | nt | 1 | -26 | nt
COc1ccc(N(C(=O)c2cccc([N+](=O)[O-])c2)S(=O)(=O)c2ccc3c(c2)n(C)c(=O)n3C)cc1 | -0.2 | 22 | 1 | -5 | 97 | 19 | 2 | -9 | 8
CCOc1ccccc1NC(=O)CSc1nnnn1-c1ccc(C(=O)OC)cc1 | -2.0 | -1 | -5 | -7 | 101 | 20 | 6 | -8 | -4
Cc1ccc(O)c(Cn2nnc3ccccc32)c1 | -2.3 | nt | -5 | 5 | nt | 7 | -1 | nt | -2
CC1CCCN(c2nc3c(c(=O)[nH]c(=O)n3C)n2Cc2ccccc2Cl)C1 (stereo unspecified) | 0.4 | 2 | 2 | -5 | 100 | -19 | 4 | 9 | 1
CCOc1ccc(NC(=O)CN(C)C(=O)C2CCCO2)cc1OCC (stereo unspecified) | -0.6 | nt | -3 | 7 | nt | 9 | nt | nt | -4
O=C1COC(c2ccccc2O)=NN1CCCl | 4.0 | nt | -6 | -1 | nt | -10 | nt | nt | nt
CCOc1cnn(-c2ccccc2)c(=O)c1Cl | -0.7 | 36 | -10 | -3 | 104 | -7 | -7 | 0 | 3
CC(C)NC(=O)c1cc(C(=O)c2cc(Cl)ccc2O)coc1=N | -0.1 | 18 | -6 | 4 | 108 | 8 | 8 | -9 | 1
COc1ccccc1Nc1nc(N(C)c2ccccc2)nc(N)c1[N+](=O)[O-] | 0.1 | 44 | nt | -4 | 103 | 4 | nt | -16 | 2
C/C(=N\NC(=O)c1ccc(F)cc1)c1ccccn1 | -1.5 | 37 | -11 | 2 | 95 | 7 | -5 | -5 | 4
CCc1cc(OCCCSc2nc(C)cc(=O)[nH]2)ccc1Cl | 3.8 | 19 | -6 | -4 | 103 | -66 | 2 | -23 | -6
Cc1cnc(NC(=O)CSc2nnc(CNc3ccc(F)cc3)n2CC2CCCO2)s1 (stereo unspecified) | -0.3 | 50 | 2 | 4 | nt | -13 | 0 | 2 | 3
COc1ccc(CC2SC(N)=NC2=O)cc1 (stereo unspecified) | -1.3 | 34 | -8 | -1 | 94 | 7 | -3 | -8 | 4
N=c1c(C(=O)NC2CCCCC2)cc2c(=O)n3ccccc3nc2n1CC1CCCO1 (stereo unspecified) | 3.3 | 37 | -8 | -7 | 100 | -11 | -2 | -5 | -4
CC1CN(C(=S)SCCN2Cc3ccccc3C2=O)CC(C)O1 (stereo unspecified) | 3.2 | -34 | -2 | 3 | 97 | 24 | -5 | -12 | -7
O=S(=O)(c1ccccc1)N1CCN(c2ccnc3cc(Cl)ccc23)CC1 | 3.9 | 44 | -1 | -16 | 102 | -9 | 15 | -2 | nt
CN(C)CCNC(=O)c1scc2c1CCCC2 | -2.0 | 28 | -1 | -5 | 88 | -3 | -4 | -4 | -1
CCOc1ccc(S(=O)(=O)n2c(C)nc3ccccc32)cc1 | 0.6 | -12 | 6 | -7 | 100 | -4 | 1 | -3 | 5
Cc1ccc2nc3c(cc(C(N)=S)c(=N)n3CCCOC(C)C)c(=O)n2c1 | 7.7 | 50 | -5 | 1 | 96 | -64 | 5 | -21 | 2
C=COC(=O)NC1CCc2cc(OC)c(OC)c(OC)c2-c2ccc(SC)c(=O)cc21 (stereo unspecified) | -0.2 | nt | -1 | 2 | nt | -8 | nt | nt | 4
CCOC(=O)c1c(C)oc2c1c(C=NCCC(=O)O)c(O)c1ccccc12 | 46 | 12 | -2 | 4 | 101 | -44 | -1 | -8 | 5
COc1cccc(C2C=C(c3ccc(Br)s3)Nc3ncnn32)c1OC (stereo unspecified) | 106* | 18 | nt | 3 | 102 | -89 | 32* | -16 | -50
CC1CCCN(C(=O)COC(=O)c2n[nH]c3ccccc23)C1 (stereo unspecified) | 1.0 | 7 | -4 | 7 | 102 | 7 | 2 | -9 | 0
Cc1nc(C(F)(F)F)ccc1C(=O)NCC(O)c1ccccc1 (stereo unspecified) | -1.5 | 29 | 1 | 0 | 101 | 11 | 3 | 6 | 1
COc1ccc(C(=O)NCCCN2CCCC2=O)cc1 | -0.4 | 12 | 3 | 6 | 97 | 6 | 0 | 12 | 3
CCN(CC)c1ccc(C=Nc2ccc(C)cc2C)c(O)c1 | -4.4 | 34 | -2 | 4 | 92 | 8 | -2 | -6 | 0
Cc1ccc(-n2c(=O)c3sccc3n(Cc3cc(=O)n4ccccc4n3)c2=O)cc1F | nt | -21 | -3 | nt | 92 | nt | 0 | -4 | nt
COc1ccc(C2C(C(=O)c3ccc(C)o3)=C(O)C(=O)N2CC2CCCO2)cc1OC (stereo unspecified) | 2.9 | 47 | -1 | -4 | 100 | -11 | -3 | -8 | 5
CN(C)S(=O)(=O)c1cccc(-c2cn3cccnc3n2)c1 | -0.3 | 20 | nt | 3 | 101 | -6 | -2 | -3 | -1
CC(C)c1cc(C(=O)NNC(=S)NC2CCCCC2)cs1 | -1.2 | -92 | 0 | 4 | 98 | -4 | -3 | -8 | 3
Cc1ccc(C(C)C)c(OCCNC(=S)Nc2cccc3ccccc23)c1 | 0.7 | 11 | -5 | -6 | 103 | 3 | -6 | 6 | 9
CN(C)S(=O)(=O)c1ccc(C(=O)NCC(=O)N/N=C/c2cccs2)cc1 | 0.1 | -5 | -6 | -3 | 102 | -2 | 2 | -30 | 1
CCN(c1ccc(F)cc1)S(=O)(=O)c1ccc2[nH]cc(C(=O)NCCCN3CCOCC3)c(=O)c2c1 | 1.3 | -4 | -4 | 1 | 95 | -15 | 2 | 4 | 2
CCOC(=O)c1sc(NC(=O)COC(=O)c2ccco2)nc1C | 2.1 | -4 | -3 | 11 | 102 | -5 | 3 | 1 | -1
Cc1cccc(-n2c(=O)c3c4c(sc3n3c(=S)[nH]nc23)CCC4)c1 | -4.4 | 16 | -1 | 4 | 131* | -10 | nt | 7 | nt
COc1ccc(S(=O)(=O)N2CC(O)CC2C(=O)OCc2nc3sc(C)c(C)c3c(=O)[nH]2)cc1 (stereo unspecified) | 3.4 | 24 | 1 | 10 | 90 | -5 | -2 | -13 | 6
COc1ccc(CCC(=O)OCC(=O)NCc2ccc3c(c2)OCO3)cc1 | 0.5 | nt | -7 | 6 | nt | 7 | 1 | nt | -1
CCCOC(=O)c1c(NC(=O)CCCn2nc([N+](=O)[O-])c(Cl)c2C)sc(C(=O)OC)c1C | 2.6 | -22 | 11 | 3 | 92 | 5 | -2 | -2 | 1
Fc1ccc(N/N=C/c2ccncc2)c(F)c1 | -1.9 | 17 | -1 | 3 | 105 | -8 | -5 | 4 | 0
CCOC(=O)N1CCN(Cc2nc3ccc([N+](=O)[O-])cc3c(=O)n2-c2ccc(OC)cc2OC)CC1 | -1.3 | 31 | -9 | -5 | 102 | 1 | -3 | -8 | 0
COc1ccc(N2CCN(S(=O)(=O)CCNC(=O)C3CC3)CC2)cc1 | 1.3 | nt | 2 | 9 | nt | -1 | 4 | nt | -1
COc1ccc(C(=O)c2oc3ccc(Br)cc3c2NC(C)=O)cc1 | 1.1 | -19 | nt | -10 | 110 | 5 | -2 | -20 | -1
COc1cccc(NC(=O)CN(C)C(C)C(=O)Nc2ccc(C#N)cc2)c1 (stereo unspecified) | -1.3 | -14 | -2 | 0 | 111 | 8 | -3 | 11 | 3
COc1cc(/C=N/NC(=O)c2ccccn2)ccc1OC(=O)c1ccc(Br)cc1 | 6.2 | 43 | -2 | 1 | 101 | 7 | 2 | 4 | -5
CCOC(=O)c1c(NC(=O)C(F)(OC)C(F)(F)F)sc2c1CCN(C)C2 (stereo unspecified) | 19 | -26 | -5 | 2 | 87 | 2 | -2 | 1 | 3
COCC(C)NC(=O)CSc1nc2cc(S(=O)(=O)N3CCCCC3)ccc2o1 (stereo unspecified) | 0.7 | nt | -2 | 2 | nt | 5 | 2 | nt | 5
Cc1sc(-c2ccccn2)nc1OC(=O)c1ccc(Cl)c(Cl)c1 | 4.7 | 21 | -2 | 7 | 94 | -34 | -5 | -2 | 4
COc1ccc(C(=O)NCCN2CCN(C(=O)c3ccc(OC)cc3)CC2)cc1 | -2.2 | 48 | -3 | -3 | 105 | 11 | -3 | 2 | 4
O=C(Nc1ccc(N2CCOCC2)cc1)c1ccc(Cl)c(S(=O)(=O)N2CCCC2)c1 | -0.6 | nt | -5 | 3 | nt | 0 | 0 | nt | 0
Cc1cccc(C)c1OCCSc1nc2ccccc2n1CC(=O)O | -0.1 | 3 | -6 | 5 | 101 | -8 | 4 | 2 | 5
Cn1ccnc1SCC(=O)Nc1ccc(Br)cc1C(F)(F)F | -0.7 | 8 | nt | 0 | 104 | -8 | -7 | -13 | 2
COc1cc(C(=O)N2CCN(c3ccccc3F)CC2)ccc1OCC(=O)N1CCOCC1 | 3.4 | nt | 6 | 1 | nt | 4 | -3 | nt | -2
Cc1ccc(-n2nc(C)c(NC(=O)CCl)c2C)cc1 | 0.4 | -3 | 2 | 8 | 97 | -4 | 3 | -1 | 0
CCCCCOC(=O)CCN1C(=O)/C(=C2\SC(=S)N(CCC(=O)OCCCCC)C2=O)SC1=S | 0.3 | 38 | 1 | 1 | 62 | 11 | 13 | -5 | 5
